APJ ag: APJ receptor agonism; P35414; AID 2520; hit rate 0.11% among 330,000; activation, % at 20 µM; CHO-K1 APJ PathHunter beta-arrestin, luminescence; 0% DMSO wells, 100% apelin;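 active means activation more than six SD over the plate average, tested at 20 µM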;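 further: 0% = DMSO alone and 100% = apelin-13 at 10 nM; some results filed as inactive read as strong as hits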
Target sequence (P35414 whole entry, looked up): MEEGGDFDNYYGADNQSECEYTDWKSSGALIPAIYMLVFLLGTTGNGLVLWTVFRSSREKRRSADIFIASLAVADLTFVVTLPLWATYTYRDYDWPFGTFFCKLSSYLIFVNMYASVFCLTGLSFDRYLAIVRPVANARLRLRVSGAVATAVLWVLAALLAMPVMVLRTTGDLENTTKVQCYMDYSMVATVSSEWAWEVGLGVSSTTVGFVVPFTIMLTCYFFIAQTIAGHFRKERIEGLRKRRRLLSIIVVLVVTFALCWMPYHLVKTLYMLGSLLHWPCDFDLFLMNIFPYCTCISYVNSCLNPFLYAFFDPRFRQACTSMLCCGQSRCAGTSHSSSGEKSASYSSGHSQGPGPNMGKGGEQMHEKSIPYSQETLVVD
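Assay system – PathHunter CHO-K1 APJ (AGTRL-1) beta-arrestin reporter cells · Compound – one dose, 20 µM compound, 1% DMSO · Timing – compound 90 min 25 °C, reagent 1 h · Measured by – luminescence from split beta-galactosidase complementation, Galacton Star/Emerald II substrate · Measure – beta-arrestin recruitment to APJ as agonist activity, luminescent signal · Benchmarks – DMSO vs Apelin-13 10 nM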
EBI2 antag: blocks human EBI2 receptor beta-arrestin signaling; EBI2 beta-arrestin recruitment, luminescence, 7a,25-OHC stimulated; hit rate 0.81% among 360,000; P32249; inhibition, % at 5 µM; AID 651636; in the data active means inhibition above about 38%;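 further: enzyme fragment complementation signal reports receptor beta-arrestin coupling in cells; 0% = agonist plus DMSO wells and 100% = wells without agonist; some results beyond the cut were filed as inactive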
Target sequence (P32249 whole entry, looked up, the tested form may be a part): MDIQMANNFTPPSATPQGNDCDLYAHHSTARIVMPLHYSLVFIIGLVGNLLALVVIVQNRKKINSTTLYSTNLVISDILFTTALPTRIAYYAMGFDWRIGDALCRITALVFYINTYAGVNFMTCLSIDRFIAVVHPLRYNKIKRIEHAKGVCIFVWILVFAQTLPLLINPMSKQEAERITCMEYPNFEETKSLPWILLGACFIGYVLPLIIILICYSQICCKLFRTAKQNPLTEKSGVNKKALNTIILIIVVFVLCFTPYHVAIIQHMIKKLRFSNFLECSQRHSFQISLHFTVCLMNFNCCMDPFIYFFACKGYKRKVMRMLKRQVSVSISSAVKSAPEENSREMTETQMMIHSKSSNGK
APJ antagonist: blocks the human apelin receptor APJ; P35414; CHO-K1 APJ beta-arrestin complementation, luminescence; inhibition, % at 20 µM; hit rate 0.32% among 330,000;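 active means inhibition above about 40% at 20 µM, limit read from the data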;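 further: cells challenged with 10 nM apelin-13 agonist together with compound; plate controls were apelin-13 plus DMSO wells for no effect and DMSO wells lacking apelin-13 for full effect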
CCR6 antagonist: CCR6 (human) receptor antagonism. P51684. CHO-K1 CCR6 PathHunter beta-arrestin, luminescence, CCL20-stimulated. inhibition, % at 20 µM. hit rate 0.49% among 340,000;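 active means compounds whose inhibition of the agonist-driven luminescence signal at 20 µM reaches about 50%, limit read from the data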;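 further: cells stimulated with CCL20 at 14 nM final; plate controls were DMSO with CCL20 for no effect and DMSO without agonist for full effect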
ATG4B inhibitor: blocks human ATG4B protease cleavage of LC3 substrate | inhibition, % at 8.33 µM | Q9Y4P1 | hit rate 0.51% among 340,000 | ATG4B cleavage of LC3-PLA2, NBD-HPC fluorescence, 1 h; in the data active means inhibition above about 40%
CXCR6 inh: CXCR6 (human) receptor inhibition | O00574 | CHO-K1 PathHunter CXCR6 beta-arrestin, luminescence | inhibition, % at 20 µM | hit rate 0.36% among 360,000; in the data active means inhibition above about 34%, passing the limit was not always enough;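 further: antagonist mode with CXCL16 agonist at 10 nM final; 0% = 10 nM CXCL16 with DMSO and 100% = unstimulated wells without agonist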
Gli-Sufu antag: Gli-Sufu pathway antagonism; hit rate 0.74% among 340,000; inhibition, % at 5 µM; Sufu-KO-LIGHT fibroblasts, Gli luciferase reporter luminescence; AID 588413;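 active means inhibition above about 55%, limit read from the data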;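 further: 0% = DMSO-treated cells and 100% = wells with medium but no cells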
UBC13 polyUb: inhibitors of human UBC13 polyubiquitin chain formation; TR-FRET; inhibition, % at 20 µM; hit rate 0.47% among 330,000; AID 485273; in the data active means inhibition above about 45%, passing the limit was not always enough
Target sequence (P61088 whole entry, looked up): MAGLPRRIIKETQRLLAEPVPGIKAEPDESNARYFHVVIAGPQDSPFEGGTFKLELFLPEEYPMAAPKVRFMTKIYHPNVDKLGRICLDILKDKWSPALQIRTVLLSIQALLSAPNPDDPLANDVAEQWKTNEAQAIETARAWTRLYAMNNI
* = called active by the depositor; / = no result given.

Every second line gives: ATG4B inhibitor	Gli-Sufu antag	CXCR6 inh	CCR6 antagonist	APJ antagonist	APJ ag	EBI2 antag	UBC13 polyUb
[1] CCCCn1c(NC(=O)c2ccccc2)c(C#N)c2nc3ccccc3nc21
 : 55*	7	10	20	/	/	14	/
[2] NC(=O)C1(N2CCCCC2)CCN(C2CC(=O)NC2=O)CC1 (stereo not drawn)
 : -3	-4	5	14	19	-1	3	2
[3] Nc1ncnc2c1ncn2[C@H]1C[C@H](O)[C@@H](COP(=O)(O)O)O1
 : 0	-1	12	3	21	-5	1	-1
[4] Cc1ccc(/C=N/NC(=O)Cc2ccc(Cl)cc2)s1
 : -2	-14	5	2	-10	-3	3	-5
[5] O=C(OC1CCOC1=O)c1cc(-c2ccc(Cl)cc2)nc2ccccc12 (stereo not drawn)
 : -19	2	3	16	8	-4	-9	18
[6] COc1ccc(OCCn2cc(/C(N)=N/O)c3ccccc32)cc1
 : -27	8	-5	-2	-16	0	0	-1
[7] O=[N+]([O-])c1cccc(-c2cc3cccc[n+]3cc2-c2cccc([N+](=O)[O-])c2)c1
 : 6	9	0	4	1	3	-2	-6
[8] Cc1ccc(NC(=O)N2CCC(NC(=O)C(C)(C)C)CC2)cc1
 : -6	5	1	9	-9	-1	-1	-1
[9] CCOc1ccccc1N(CC(=O)Nc1ccc(S(=O)(=O)N2CCOCC2)cc1)S(=O)(=O)c1ccc(Cl)cc1
 : -1	3	4	2	10	0	3	5
[10] O=S(=O)(NCc1ccc(F)cc1)c1ccccc1Br
 : -11	-8	-4	-10	-4	-5	4	-3
[11] Cc1ccc(S(=O)(=O)N2CCCCC2)cc1NC(=O)COC(=O)Cc1c(F)cccc1Cl
 : 8	-6	-7	12	4	-2	-10	-5
[12] C=CCn1c(=NC(=O)c2ccco2)sc2cc(C(=O)OC)ccc21
 : -8	-14	-2	2	2	-1	3	4
[13] O=C(Nc1cccnc1Cl)c1cc(-c2ccccc2O)on1
 : -8	7	3	-4	6	-3	5	1
[14] Cc1ccc2c(c1)c1c(n2C)C(C(N)=O)CCC1 (stereo not drawn)
 : 62*	3	-1	31	5	-1	-6	0
[15] COc1cc(NC(=S)N2CCN(Cc3ccccc3)CC2)cc(OC)c1
 : 10	-1	-8	5	-3	1	-19	-3
[16] CC(=O)NN1C(=O)/C(=C\c2ccc(Cl)cc2)SC1=S
 : -2	-3	-6	7	-12	-2	6	-9
[17] CCCOC(=O)c1ccc(NC(=O)COC(=O)C2CCN(c3ccc(C(F)(F)F)cn3)CC2)cc1
 : -3	/	4	12	/	/	6	/
[18] COC(=O)C1=C(C)N=C2SC(C)C(=O)N2C1c1ccc(C(=O)OC)cc1 (stereo not drawn)
 : -14	3	3	23	-4	1	2	1
[19] Cc1cc(NC(=O)c2c(Br)cnn2C)no1
 : -6	-1	-3	6	13	3	3	-2
[20] Cc1nc2ccc(NC(=O)c3ccc(S(=O)(=O)N(C)C)cc3)cc2s1
 : -3	4	-4	5	0	-2	20	9
[21] CCCOc1cccc(C(=O)NCCCNC(=O)c2cccnc2)c1
 : -2	4	5	2	4	0	0	3
[22] COc1ccc(Cn2c(C(C)C)nc3sc4ccccc4c(=O)c3c2=O)cc1
 : -10	18	-8	23	-12	1	12	15
[23] Cc1cccc(OCc2nnc(SC(C)C(=O)O)n2-c2ccccc2)c1 (stereo not drawn)
 : 5	47	4	10	9	-1	-12	2
[24] Oc1ccc(C2Nc3cccc4cccc(c34)N2)c(O)c1
 : -24	9	4	-38	-37	-2	-4	-5
[25] Cc1cccc(NC(=O)CNC(=O)c2ccc3c(c2)OCO3)n1
 : 10	-4	-13	1	10	-5	-3	1
[26] COc1ccccc1N(CC(O)CN1CCC(C)CC1)S(=O)(=O)c1ccccc1 (stereo not drawn)
 : -16	12	8	6	-16	0	3	6
[27] O=C(COc1cc2oc(=O)cc(-c3ccccc3)c2cc1Cl)NC(Cc1c[nH]c2ccc(O)cc12)C(=O)O (stereo not drawn)
 : -8	-13	3	15	2	-3	-1	-15
[28] O=C1CCN(Cc2nc(-c3ccc(Cl)cc3)no2)CCN1
 : -7	6	-4	-1	17	1	3	11
[29] CCOc1ccc(N(CC)S(=O)(=O)c2cccc3nsnc23)cc1
 : 5	-9	0	11	7	-5	3	-9
[30] CC1(c2nnc(Cc3ccccc3)o2)CC(c2ccccc2)=NO1 (stereo not drawn)
 : 3	-8	0	-2	-67	8	-9	-9
[31] CCOC(=O)Cc1csc(SC(C)C(=O)NCC(=O)Nc2ccc(F)c(F)c2F)n1 (stereo not drawn)
 : 0	-2	-5	11	-21	-4	7	-3
[32] CCN(CC)C(=O)NC1CC2CCCC(C1)N2Cc1ccccc1 (stereo not drawn)
 : -3	2	-5	5	6	-3	6	4
[33] Cc1ccc(C(=O)N/C(=C/c2ccco2)C(=O)NCC2CCCO2)cc1 (stereo not drawn)
 : -1	-3	-7	-4	-10	1	-5	6
[34] O=C1CC(=O)Nc2cc(S(=O)(=O)N3CCOc4ccc(Cl)cc43)ccc2N1
 : -7	1	-6	13	-55	-2	-2	9
[35] CCCCn1c(N)c(N(CCC(C)C)C(=O)C2CC(=O)N(CCc3ccc(OC)c(OC)c3)C2)c(=O)[nH]c1=O (stereo not drawn)
 : 0	-17	2	2	20	-3	-4	0
[36] O=C(CN1CCc2ccccc2C1)c1cccs1
 : 2	-5	-3	4	0	-3	-6	1
[37] CCC(C)[C@H](NC(=O)[C@@H]1Cc2ccccc2CN1)C(=O)NCc1ccc(OC)cc1 (stereo partly drawn)
 : -25	5	5	2	-30	0	2	-5
[38] CN(c1ccccc1C(N)=O)S(=O)(=O)c1ccccc1
 : -9	52	3	5	6	2	-5	-14
[39] Cn1c(CCc2ccccc2)nnc1SCC(N)=O
 : -3	29	-3	10	12	-1	-2	10
[40] COc1ccc(C2CC(c3ccccc3)=NN2C(=O)CSc2ncn[nH]2)cc1 (stereo not drawn)
 : -41	-5	5	4	-1	0	-6	8
[41] CC1CCN(c2nnc(N3CCC(C)CC3)c3ccccc23)CC1
 : -12	12	6	18	34	-5	16	-57
[42] CC(NC(=O)c1cccc(S(=O)(=O)N(C)C)c1)C1CC2CCC1C2 (stereo not drawn)
 : -5	13	-2	10	-17	0	0	-4
[43] CCN1C(=O)[C@H]2[C@H]3CN=C(SCc4ccc(Cl)cc4)N3[C@@](Cc3ccccc3)(C(=O)OC)[C@H]2C1=O
 : 1	8	-1	14	/	/	9	/
[44] CC(C)Nc1nc2c(c(=O)n(C)c(=O)n2C)n1C
 : -2	7	-2	6	-1	-3	6	-9
[45] CN(C)c1cc[n+](CC(=O)Nc2ccc(Cl)cc2)cc1
 : 1	12	-2	9	-6	-2	-10	5
[46] CCOC(=O)Cn1cc(/C=N/NC(=O)CC#N)c2ccccc21
 : -2	-3	4	-4	5	-8	-11	-2
[47] COc1ccccc1CNC(=O)COC(=O)c1cc(-c2ccco2)nc2ccccc12
 : 18	4	17	50*	16	-5	-3	30
[48] COc1ccc(CN2C(=NC(=O)C3CCCO3)SC3CS(=O)(=O)CC32)cc1OC (stereo not drawn)
 : -3	-5	-10	9	17	-1	3	-4
[49] C=CCNC(=S)N/N=C(\C)c1cccnc1
 : -3	11	-3	-5	-11	0	-3	-4
[50] NC(=O)c1nn(-c2ccccc2)nc1NC(=O)CN1CCCCC1
 : 2	-1	-5	-4	6	-2	10	0
[51] Cc1cc(C)n(-c2ccc(Cl)c(C(=O)OCC(=O)N3CCCCC3C)n2)n1 (stereo not drawn)
 : -6	10	-1	22	-9	3	10	-7
[52] C=CCS/C(N)=N\N=C\c1cc(Br)cc([N+](=O)[O-])c1O
 : 18	8	34*	62*	23	-3	1	-24
[53] Cc1ccc2c(c1)Sc1ccccc1CC2=O
 : -1	2	-9	30	2	-9	13	27
[54] O=C(COC(=O)c1cc(=O)[nH]c2ccccc12)Nc1ccc(Cl)cn1
 : -4	1	-4	0	-64	5	6	2
[55] Cc1cccc(N2C(=O)N(c3ccccc3C)C3CS(=O)(=O)CC32)c1 (stereo not drawn)
 : 0	2	-3	-7	6	-1	-5	10
[56] CCc1n[nH]c(=S)n1/N=C/c1c(C)nn(-c2ccccc2)c1Cl
 : -7	-2	-11	-8	1	2	-2	-18
[57] O=C(CCC(=O)NC12CC3CC(CC(C3)C1)C2)NC1CCCCC1
 : -1	-10	1	5	-30	-1	-1	-7
[58] O=C(NCCCN1CCCC1=O)c1cccc(S(=O)(=O)Nc2ccc(F)cc2)c1
 : -8	-7	2	7	0	1	-19	2
[59] CCCNC(=O)N1CCN(c2ncccn2)CC1
 : -15	-6	-6	-17	14	-1	-6	2
[60] O=S(=O)(NC1CCCC1)c1ccc(Br)s1
 : 0	2	4	16	11	-3	-11	-8

The listing continues:
Every second line gives: ATG4B inhibitor	Gli-Sufu antag	CXCR6 inh	CCR6 antagonist	APJ antagonist	APJ ag	EBI2 antag	UBC13 polyUb
[61] O=S(=O)(c1ccccc1Oc1ccc(Cl)cc1Cl)N1CCCCC1
 : -2	8	7	3	9	4	16	5
[62] COc1ccc(-c2cc(C(F)(F)F)n3nc(C(=O)NCc4ccco4)c(Cl)c3n2)cc1
 : -4	1	-4	3	-17	2	7	-1
[63] N#Cc1ccc(Oc2cccnc2)cc1C#N
 : -7	4	-13	-9	-12	2	3	-4
[64] COc1ccc(N(CC(=O)NCc2ccccc2)C(=O)CCC(=O)Nc2cc(C)ccn2)c(OC)c1
 : 24	-8	4	9	8	-3	-2	10
[65] O=C(CSCc1cc(=O)[nH][nH]1)Nc1ccc(F)cc1
 : -6	0	4	-2	-3	-3	-10	0
[66] COc1ccc(-n2c(Cn3c(=O)sc4ccccc43)nnc2SCC(=O)N2CCCCC2)cc1
 : -6	-2	0	4	5	-3	-6	9
[67] C/C=C(/CCC1NCCc2c1[nH]c1ccccc21)[Si](C)(C)C (stereo not drawn)
 : 18	12	19	51*	/	/	3	/
[68] COc1cc(C2c3cc4c(cc3OC(NNC(N)=O)C2C)OCO4)cc(OC)c1OC (stereo not drawn)
 : 8	56*	-4	-3	/	/	-10	/
[69] CCOc1ccc(NC(=O)N2CCCC2C(=O)NCc2ccco2)cc1 (stereo not drawn)
 : -1	2	1	12	0	-3	10	3
[70] CCCN(CCC)CCCNC(=O)c1cc2c(=O)n(CC)c3ccccc3c2s1
 : -8	21	7	12	18	-1	4	47*
[71] CC1=C(C(=O)Nc2cccnc2)C(c2ccc(C(C)C)cc2)n2ncnc2N1 (stereo not drawn)
 : -7	6	-9	-3	7	-1	2	-3
[72] Cc1cc(S(=O)(=O)Nc2ccc(C(=O)NCc3ccncc3)cc2)ccc1F
 : -8	-1	-1	2	-4	1	-8	-6
[73] COc1ccc(C(C)(C)C)cc1NC(=O)C1C2C=CC(C2)C1C(=O)O (stereo not drawn)
 : -7	4	5	4	8	3	-7	5
[74] COc1ccc(NC(=O)CN(C)C(=O)CN2C(=O)NC3(CCCC3)C2=O)cc1
 : 0	6	3	-8	7	-4	8	2
[75] CSc1nnc(SCc2nc3sc(C(=O)O)c(C)c3c(=O)[nH]2)s1
 : 15	12	6	6	-16	-4	-1	-4
[76] COc1ccc(CC(=O)NCc2n[nH]c(=S)n2-c2cccc(C)c2)cc1
 : 4	7	-13	-8	4	-2	-4	5
[77] COc1ccc(Nc2nc(N)nc(CSc3nnc(C)s3)n2)cc1
 : -11	-2	-4	-14	4	-2	-8	7

Structural class, those above containing bromine (four)
Every second line gives: ATG4B inhibitor	Gli-Sufu antag	CXCR6 inh	CCR6 antagonist	APJ antagonist	APJ ag	EBI2 antag	UBC13 polyUb
[10] O=S(=O)(NCc1ccc(F)cc1)c1ccccc1Br
 : -11	-8	-4	-10	-4	-5	4	-3
[19] Cc1cc(NC(=O)c2c(Br)cnn2C)no1
 : -6	-1	-3	6	13	3	3	-2
[52] C=CCS/C(N)=N\N=C\c1cc(Br)cc([N+](=O)[O-])c1O
 : 18	8	34*	62*	23	-3	1	-24
[60] O=S(=O)(NC1CCCC1)c1ccc(Br)s1
 : 0	2	4	16	11	-3	-11	-8

Copied from the list.
compound 10 @ CXCR6 inh = -4
compound 19 @ ATG4B inhibitor = -6

Screening data: PubChem, Sanford-Burnham Center for Chemical Genomics
